Assay outcomes deposited in PubChem by National Center for Advancing Translational Sciences (NCATS).
L3MBTL1 block: blocks human L3MBTL1 | Q9Y468 | AlphaScreen L3MBTL1–H3K9me1 peptide binding | Potency, µM (top dose mostly 57.1 µM), without a hit: at the highest dose activity, negative = inhibition, hits mostly inhibitors | 230,000 compounds, 0.66% hits | AID 485360; further: on the % scale 0 is the no-effect control and ±100 the full control effect; nearly all actives have a fitted effect of over 60% in size
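L3MBTL1 (50 nM) pre-complexed 30 min with biotinylated H3(1-15)K9me1 peptide (75 nM), then compounds added for 30 min at room temperature; AlphaScreen streptavidin donor/nickel chelate acceptor beads (10 ug/mL final) read after 30 min dark incubation.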
RECQ1 inh: blocks DNA unwinding by human RECQ1. RECQ1 DNA unwinding, red fluorescence kinetic read. Potency, µM (highest dose often 57.3 µM), inactives show top-dose activity, negative = inhibition, hits mostly inhibitors. P46063. AID 2549. 240,000 compounds, 0.54% hits;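 further: plate controls were vehicle for no effect and no enzyme for full effect; nearly all actives have a fitted effect of over 30% in size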
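50 nM RECQ1T1 preincubated 15 min with compound in Tris pH 8.0 buffer with MgCl2, DTT, Tween-20 and 2.5 ug/ml poly(dI-dC); started with 200 nM TAMRA/BHQ-2 forked duplex and 2 mM ATP. Unwinding read as fluorescence (525/598 nm), two reads 2 h apart.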
LMNA splice mod: changes lamin A minigene splicing in HeLa cells; Potency, µM (titrated, usually from 46.1 µM), for inactives: at the highest dose ratio change, negative = inhibition, usual class: inhibitors; HeLa LMNA splicing GFP/RFP minigene ratio, 48 h; 200,000 compounds, 0.01% hits; active means well fitted inhibition curve with a large enough effect in the signal ratio, with a control signal flat, not every such curve was filed as active; inconclusive means small, poorly fitted or top-dose-only effect, or effect the other way, or a change in a side signal; the % refers to the signal ratio; further: on the % scale 0 is the no-effect control and ±100 the full control effect
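Read-out is the ratio of GFP to DsRed2 object intensity, acquired by 488 nm laser-scanning cytometry on HeLa lamin A-EGFP minigene reporter cells. Compound incubation 48 hrs at 37 °C in Opti-MEM with 2% FBS; DMSO 0.5% final.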
Luc counter: blocks Kinase-Glo luciferase, a counter-screen artifact. Potency, µM (highest dose often 38.3 µM), inactives show at the top dose activity change, negative = inhibition, usual class: inhibitors. Q27757. 200,000 compounds, 0.28% hits. Kinase-Glo luciferase, ATP luminescence, 8 min; further: on the % scale 0 is the no-effect control and ±100 the full control effect; nearly all actives have a fitted effect of over 60% in size
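Compounds were added to a substrate mix at pH 7.2 (50 mM imidazole, 10 uM ATP, within the enzyme's linear range), followed by Kinase-Glo detection reagent; luminescence was measured after 8 minutes at ambient temperature.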
ALDH1A1 inh: inhibitors of human aldehyde dehydrogenase 1A1 | 220,000 compounds, 7.3% hits | Potency, µM (doses to about 75.3 µM), inactives show at the highest dose activity, negative = inhibition, actives largely listed as inhibitors | Purified ALDH1A1, NADH fluorescence, propionaldehyde substrate | P00352; active means well fitted inhibition curve with a large enough effect, not every such curve was filed as active; inconclusive means small, poorly fitted or top-dose-only effect, or another doubt; inactive means no such curve, though single readings can be large or run the other way;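 further: plate controls were no enzyme wells and a reference inhibitor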
Target sequence (P00352 whole entry, looked up): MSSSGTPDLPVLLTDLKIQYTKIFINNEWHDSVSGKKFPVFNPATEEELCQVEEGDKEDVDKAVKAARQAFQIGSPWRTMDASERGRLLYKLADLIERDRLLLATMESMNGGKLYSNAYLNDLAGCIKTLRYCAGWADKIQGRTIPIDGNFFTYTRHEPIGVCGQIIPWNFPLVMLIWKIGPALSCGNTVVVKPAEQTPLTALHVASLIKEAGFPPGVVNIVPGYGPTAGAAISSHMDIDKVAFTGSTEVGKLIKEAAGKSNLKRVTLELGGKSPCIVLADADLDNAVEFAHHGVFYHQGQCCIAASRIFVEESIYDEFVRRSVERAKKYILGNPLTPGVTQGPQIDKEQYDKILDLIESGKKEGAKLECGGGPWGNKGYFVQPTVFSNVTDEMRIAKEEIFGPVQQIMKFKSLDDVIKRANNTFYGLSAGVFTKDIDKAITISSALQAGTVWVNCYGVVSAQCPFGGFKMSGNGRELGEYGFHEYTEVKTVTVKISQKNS
SMN2 splice enh: SMN2 splice variant enhancement; HEK293 SMN2-luciferase splicing reporter, luminescence, 30-36 h; 210,000 compounds, 2.8% hits; AID 1458; Potency, µM (series often up to 46.1 µM), for the others: at the top dose activity change, positive = activation, usual class: activators; further: % of control where 0% means no effect; nearly all actives have a fitted effect of over 55% in size
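HEK293 cells carry an SMN2 minigene-luciferase reporter in which exon 7 inclusion puts luciferase in frame. Cells were seeded at 2000 cells/well, attached for 10-12 hours, then exposed to compounds for 30-36 hours at 37C before ONE-Glo luminescence.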
Tau ThT inhib: tau fibrillization inhibition (ThT binding) | 270,000 compounds, 2.1% hits | Potency, µM (series often up to 57.4 µM), inactives show at the highest dose activity, negative = inhibition, actives largely listed as inhibitors | AID 1460 | recombinant tau K18 P301L (four-repeat tau fragment), heparin-induced fibrillization, ThT fluorescence; further: on the % scale 0 is the no-effect control and ±100 the full control effect; nearly all actives have a fitted effect of over 55% in size
Target sequence (P10636 561-689 P618L limits assumed): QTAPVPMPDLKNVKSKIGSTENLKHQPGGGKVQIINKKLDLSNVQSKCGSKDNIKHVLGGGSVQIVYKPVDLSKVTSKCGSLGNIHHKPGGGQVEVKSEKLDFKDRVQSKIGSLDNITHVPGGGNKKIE
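Aggregation was driven by heparin (20 uM final) acting on recombinant tau […] bearing P301L in 100 mM sodium acetate pH 7; fibrils were detected with Thioflavin T.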
JMJD2E inh: inhibitors of human JMJD2E histone demethylase; B2RXH2; JMJD2E catalytic domain, FDH-coupled NADH fluorescence (FDH is formaldehyde dehydrogenase); Potency, µM (series often up to 57.1 µM), for the others: at the top dose activity change, negative = inhibition, usual class: inhibitors; 230,000 compounds, 1.6% hits; active means well fitted inhibition curve with a large enough effect, not every such curve was filed as active; inconclusive means small, poorly fitted or top-dose-only effect, or another doubt; inactive means no such curve, though single readings can be large or run the other way;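 further: 0% = wells with enzyme and -100% = buffer wells without enzyme; nearly all actives have a fitted effect of over 50% in size; many of its hits are not listed in these tables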
Target sequence (B2RXH2 1-337 limits assumed): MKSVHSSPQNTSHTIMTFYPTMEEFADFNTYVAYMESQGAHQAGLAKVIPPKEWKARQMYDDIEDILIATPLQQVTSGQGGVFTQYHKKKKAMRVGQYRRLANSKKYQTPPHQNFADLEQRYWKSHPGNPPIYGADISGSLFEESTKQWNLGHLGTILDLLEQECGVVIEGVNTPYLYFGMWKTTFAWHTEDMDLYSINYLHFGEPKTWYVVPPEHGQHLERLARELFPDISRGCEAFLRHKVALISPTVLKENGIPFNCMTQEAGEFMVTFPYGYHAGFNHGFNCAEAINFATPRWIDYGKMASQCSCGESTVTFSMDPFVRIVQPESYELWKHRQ
* hit, by the source's call; i = inactive; u = inconclusive; x = not tested or not shown; & = joins results of further samples; [ ] = dose if it differs, or a comment. Unless noted, the call rests on the fitted dose curve; in most records, active means well fitted curve in the direction sought with a large enough effect; inconclusive means small, poorly fitted or top-dose-only effect, or another doubt; inactive means no such curve, though single readings can be large; an effect the other way counts as inactive or inconclusive. Potency means the concentration at half of the fitted maximal effect.

The line under a structure holds: L3MBTL1 block, RECQ1 inh, LMNA splice mod, Luc counter, ALDH1A1 inh, SMN2 splice enh, Tau ThT inhib, JMJD2E inh
- CCCCN1CNC(=S)N(c2ccc(C(=O)OCC)cc2)C1
→ -4%, -6%, -7%, 2%, 11%, 1%, -2%, 3%
- Cn1c(N)c(C(=O)COC(=O)COc2ccccc2C#N)c(=O)n(C)c1=O
→ -1%, -5%, x, 1%, 0%, u, -2%, 2%
- CCOC(=O)c1ccc(NC(=O)C2CCCO2)cc1 (configuration not stated)
→ 2%, i, 1%, 2%, -13%, 43%, -7%, 0%
- Cc1ccc(C)c(-n2c(Cc3cc(=O)[nH]c(=O)[nH]3)nnc2SC(C)C)c1
→ 6%, 0%, 7%, 0%, -7%, 15%, -6%, 0%
- CCOC(=O)COc1c(C(=O)OC)sc2ncccc12
→ 16%, -1%, x, 0%, -3%, 6%, 10%, -111%
- S=c1nc(C23CC4CC(CC(C4)C2)C3)[nH][nH]1
→ 4%, i, x, x, x, x, -5%, -24%
- CCCCCCCCCCCCC/C=C/[C@@H](O)[C@H](CO)N(C)C
→ x, -1%, x, 0%, 0%&11%, -2%&3%, -4%&-10%, 4%
- O=C1CN(C(=O)C2CC2)c2ccccc2N1
→ 2%, 0%, 12%, -3%, 1%, 5%, -10%, 0%
- CCOC(=O)C1=NO[C@@]2(C=C(Br)C(=O)[C@H]3O[C@H]32)C1
→ x, 28µM*, x, 2%, -4%, 3%, 16µM*, u
- FC(F)(F)c1cccc(-n2c(Cn3nnc4ccccc43)n[nH]c2=S)c1
→ 53%[activator], -2%, x, x, x, x, 1%, -7%
- O.O.O.O=S(=O)([O-])OC[C@H]1O[C@@H](O[C@]2(COS(=O)(=O)[O-])O[C@H](OS(=O)(=O)[O-])[C@@H](OS(=O)(=O)[O-])[C@@H]2OS(=O)(=O)[O-])[C@H](OS(=O)(=O)[O-])[C@@H](OS(=O)(=O)[O-])[C@@H]1OS(=O)(=O)[O-].[Al]
→ -9%, -1%, u, 1%, 14%, 7%, -7%, 7%
- CCC(=O)N(Cc1cc2c(C)ccc(C)c2[nH]c1=O)C1CCCCC1
→ 3%, -4%, -10%, -3%, u, 0%, -3%, u
- CCC(=O)Nc1ccccc1C(=O)OCC(=O)c1ccccc1
→ 10%, -10%, u, 4%, 6%, 16µM*, -7%, -3%
- CC(=O)CSc1nnc(CN2C(=O)CSc3ccc(C(F)(F)F)cc32)n1C
→ 5%, -9%, 13%[46 µM], x, u, x, -1%, 2%
- COc1ccccc1/C=C/C=N/NC(=O)CCn1cnc2ccccc21
→ -10%, i, x, x, x, x, -15%, u
- COc1ccc(Nc2nc3ccc(OC)cc3s2)cc1
→ -21%, -24%, -2%[46 µM], 2%, -6%, 13µM*, 13µM*, -3%
- O=C(N/N=C/c1cc(Br)ccc1O)c1ccccc1Cl
→ -1%, -3%, u, 12%, -1%, -110%[inhibitor], -13%, u
- O=C(Nc1cccc(F)c1)N1CC2(CCN(S(=O)(=O)c3ccccc3)CC2)C1
→ x, -12%, x, 4%, 0%, 0%, x, x
- CCOC(=O)c1c(-c2ccccc2)n(C)c2ccc(O)cc12
→ x, 0%, u, 17%, u, -5%, -16%, u
- O=[N+]([O-])c1ccccc1S(=O)(=O)N1CCc2ccccc2C1
→ 2%, -4%, u, -7%, 0%, x, -4%, -14%
- O=C(c1ccc(F)cc1)C1CCN(CCn2c(=S)[nH]c3ccccc3c2=O)CC1
→ x, -6%&-2%, x, -1%, -2%, x, -6%&-5%, -7%&11%
- O=c1[nH]c2cc(Cl)ccc2n1-c1ccccc1
→ u, -17%, u, 0%, 6%, -3%, -13%, 5%
- COc1ccc(C(=O)NCc2ccc3c(c2)OCO3)cc1S(=O)(=O)NCc1ccc(Cl)cc1
→ -1%, -12%, -17%, -1%, -8%, -17%[1.84 µM], -6%, -5%
- COc1nc(N2CCCCCC2)nc(N2CCCCCC2)n1
→ x, u, -17%, 1%, -5%, -23%, -14%, 10%
- CN(C)c1ccc(P(=O)(OCc2ccccc2)C(O)c2ccc(Cl)cc2)cc1 (configuration not stated)
→ -13%, i, x, x, 6%, x, -3%, -23%
- COc1ccc(C2c3ccc(O)cc3Oc3ncn(CC(C)C)c(=N)c32)cc1 (configuration not stated)
→ 44%[activator], -4%, x, x, x, x, 8%, -2%
- CCn1c(N2CCN(C(=S)NC)CC2)nc2ccccc21
→ -4%, -1%, 26%, 4%, -8%, -5%, -9%, -2%
- Cc1cccc(NC(=O)NC(C)C(c2ccccc2)N2CCN(C)CC2)c1 (configuration not stated)
→ -11%, -6%, -9%[46 µM], 1%, 0%, 7%, -4%, -6%
- CC(C)c1ccc(/C=N/NC(=O)CC(=O)NC2CCCCC2)cc1
→ 6%, -12%, u, -1%, 2%, x, 5%, -1%
- Cc1ccc2oc(=O)c3cnn(CC(=O)NCCN4CCOCC4)c3c2c1
→ 4%, i, -14%, 0%, -8%, -1%, 8%, 1%
- CC(=O)Nc1cc2c(ccc3ccccc32)oc1=O
→ x, -7%, x, 13%, u, -26%, -8%, u
- CC(C)(C)NC(=O)Cn1c(Cl)nc2ccccc21
→ 15%, i, -12%[46 µM], 2%, 4%, -10%, 2%, 7%
- COc1ccc(-n2nnnc2SCC(=O)NNC(=O)c2ccc([N+](=O)[O-])cc2)cc1
→ 0%, -10%, -4%, x, -3%, x, -9%, 1%
- O=S(=O)(c1ccc(-c2csc(-c3cccnc3)n2)cc1)N1CCCCC1
→ -12%, i, -17%, -2%, u, -14%, -4%, u
- CN1c2ccccc2C2(C)CCCC3=Cc4cc([N+](=O)[O-])cc([N+](=O)[O-])c4OC312 (configuration not stated)
→ -14%, -8%, -3%, -1%, 8%, -34%[inhibitor], -6%, 9%
- CN(C)c1cc(-c2ccc(Cl)cc2Cl)oc(=O)c1Cl
→ -14%, 27%, x, x, x, x, -6%, 9%
- Cc1nc2ncnn2c(C)c1CCC(=O)Nc1csc(N)n1
→ 2%, i, -3%, -1%, 1%, -1%, 4%, 8%
- CCOC(=O)c1c(C)c(C(=O)NC(C)COC)c(C)n1C (configuration not stated)
→ 8%, -11%, -10%, 2%, 9%, 11%, 8%, 13%
- COc1ccc(-c2c(=O)n(OCc3ccccn3)c3ccccc3[n+]2[O-])cc1OC
→ 2%, i, -5%, -2%, 2%, -29%, u, 3%
- CCOc1ccc(C2CC(=O)NC(SC)=C2C#N)cc1 (configuration not stated)
→ x, -6%, -3%, -1%, u, -8%, -6%, -4%
- O=S(=O)(Cc1cccc(F)c1)c1c[nH]c2ccccc12
→ 0%, -5%, -1%, 2%, 6%, 3%, -11%, -1%
- CCOC(=O)c1ccc(NC(=O)Nc2ccc(S(N)(=O)=O)cc2)cc1
→ 2%, -11%, 6%, -2%, 6%, -5%, 6%, 2%
- COc1cccc(NC(=S)N2CCc3cc(OC)c(OC)cc3C2COc2ccc3c(C)cc(=O)oc3c2)c1 (configuration not stated)
→ -8%, 1%, -4%, 0%, u, 10%, 11%, 5%
- CC(=O)N1CCN(C(=O)c2cc(S(=O)(=O)Nc3ccc(S(C)(=O)=O)cc3)ccc2Cl)CC1
→ x, -15%, x, 5%, -2%, -12%, -5%, 7%
- C=CCOC(=O)C1=C(C)NC(SCC(N)=O)=C(C#N)C1c1ccc(C)cc1 (configuration not stated)
→ 6%, -1%, x, x, -2%, x, 1%, -28%
- Cc1ccc(-c2csc(C3C(N)=NC(S)=C(C#N)C34CCCCC4)n2)cc1 (configuration not stated)
→ x, i, -9%, 17%, -2%, 6%, u, 9%
- Cc1onc(-c2ccccc2Cl)c1C(=O)N1CCN(c2ncccn2)CC1
→ 1%, i, 5%[46 µM], 2%, 9%, x, -1%, u
- COc1ccc(/C(N)=N/OC(=O)c2ccc(C)c([N+](=O)[O-])c2)cc1OC
→ x, -9%, -5%, 0%, 3%, -7%, u, -1%

Some of the entries so far, in markdown.
| SMILES | L3MBTL1 block | RECQ1 inh | LMNA splice mod | Luc counter | ALDH1A1 inh | SMN2 splice enh | Tau ThT inhib | JMJD2E inh |
| --- | --- | --- | --- | --- | --- | --- | --- | --- |
| CC(=O)N1CCN(C(=O)c2cc(S(=O)(=O)Nc3ccc(S(C)(=O)=O)cc3)ccc2Cl)CC1 | x | -15% | x | 5% | -2% | -12% | -5% | 7% |
| COc1ccc(/C(N)=N/OC(=O)c2ccc(C)c([N+](=O)[O-])c2)cc1OC | x | -9% | -5% | 0% | 3% | -7% | u | -1% |
| CC(C)(C)NC(=O)Cn1c(Cl)nc2ccccc21 | 15% | i | -12%[46 µM] | 2% | 4% | -10% | 2% | 7% |
| CCOc1ccc(C2CC(=O)NC(SC)=C2C#N)cc1 (configuration not stated) | x | -6% | -3% | -1% | u | -8% | -6% | -4% |
| CCOC(=O)c1ccc(NC(=O)Nc2ccc(S(N)(=O)=O)cc2)cc1 | 2% | -11% | 6% | -2% | 6% | -5% | 6% | 2% |
| COc1cccc(NC(=S)N2CCc3cc(OC)c(OC)cc3C2COc2ccc3c(C)cc(=O)oc3c2)c1 (configuration not stated) | -8% | 1% | -4% | 0% | u | 10% | 11% | 5% |

An excerpt; count on the stated rates, not on these rows.
